# Compound activity deposited in PubChem BioAssay by National Center for Advancing Translational Sciences (NCATS).
# Nrf2 inh: Nrf2 pathway inhibition; AID 504444; A549 ARE-Fluc reporter, luciferase luminescence, 18-24 h; hit rate 2.1% among 360,000; Potency, µM (series often up to 46 µM), inactives show top-dose activity change, negative = inhibition, actives largely listed as inhibitors; further: potency means the concentration at half of the fitted maximal effect; on the % scale 0 is the no-effect control and ±100 the full control effect; nearly all actives have a fitted effect of over 60% in size
#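 Nrf2 activity is the BugLite luminescence, read 15 min after reagent at room temperature, following CellTiter-Fluor cytotoxicity readout (30 min, 37C). Compound titrations were applied for 18-24 h to 5000 A549 ARE_Fluc cells/well in 5% FBS OPTI-MEM.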
# Nrf2 activator: activates Nrf2 signaling; AREc32 ARE-luciferase reporter (MCF7-derived line), luminescence, 24 h; Potency, µM (top dose mostly 46.1 µM), without a hit: at the highest dose activation, most hits filed as activators; hit rate 0.31% among 410,000; AID 624171; further: potency means the concentration at half of the fitted maximal effect; % of control where 0% means no effect; nearly all actives have a fitted effect of over 65% in size
#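 Cells of the AREc32 ARE-luciferase line are plated in OPTI-MEM containing 5% FBS and left overnight at 37 deg C. Compounds are pinned in, incubation continues 24 hr, and firefly luciferase signal is then measured.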
# IL2 activator: IL-2 activation | IL-2 activation reporter assay, cell-based qHTS; stimulated with anti-CD3/CD4/CD28 beads; in transgenic mouse T cells | activation, % (series mostly up to about 46 µM) | hit rate 0.065% among 360,000 | AID 652025; in the data active means activation above about 50%; inconclusive means mostly about 30% to 49%; further: 0% is about no effect
#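 Quantitative HTS in unstimulated transgenic mouse T cells, with memory T cells as non-tolerant control and PMA/ionomycin as tolerance-bypass control. Compound pretreatment lasted 60 minutes before 18 h bead stimulation; EGFP/DsRed fluorescence read.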
# ATXN viability: cell viability loss in ATXN counter-screen; S2 cells (HEK-293 line with an ATXN2-luciferase reporter) viability, CellTiter-Fluor protease fluorescence, 24 h; Potency, µM (top dose mostly 56.7 µM), most hits filed as cytotoxic; hit rate 0.49% among 400,000; AID 651635; further: potency means the concentration at half of the fitted maximal effect; nearly all actives have a fitted effect of over 40% in size
# EPAC2 agonist: EPAC2 (human) agonism; Q8WZA2; EPAC2 activation, biochemical qHTS; response scale: 100% = 6.5 mM cAMP response; Potency, µM (doses to about 154 µM), for the others: top-dose activation, most hits filed as activators; hit rate 0.079% among 360,000; further: potency means the concentration at half of the fitted maximal effect; nearly all actives have a fitted effect of over 50% in size
# Target sequence (Q8WZA2 whole entry, looked up): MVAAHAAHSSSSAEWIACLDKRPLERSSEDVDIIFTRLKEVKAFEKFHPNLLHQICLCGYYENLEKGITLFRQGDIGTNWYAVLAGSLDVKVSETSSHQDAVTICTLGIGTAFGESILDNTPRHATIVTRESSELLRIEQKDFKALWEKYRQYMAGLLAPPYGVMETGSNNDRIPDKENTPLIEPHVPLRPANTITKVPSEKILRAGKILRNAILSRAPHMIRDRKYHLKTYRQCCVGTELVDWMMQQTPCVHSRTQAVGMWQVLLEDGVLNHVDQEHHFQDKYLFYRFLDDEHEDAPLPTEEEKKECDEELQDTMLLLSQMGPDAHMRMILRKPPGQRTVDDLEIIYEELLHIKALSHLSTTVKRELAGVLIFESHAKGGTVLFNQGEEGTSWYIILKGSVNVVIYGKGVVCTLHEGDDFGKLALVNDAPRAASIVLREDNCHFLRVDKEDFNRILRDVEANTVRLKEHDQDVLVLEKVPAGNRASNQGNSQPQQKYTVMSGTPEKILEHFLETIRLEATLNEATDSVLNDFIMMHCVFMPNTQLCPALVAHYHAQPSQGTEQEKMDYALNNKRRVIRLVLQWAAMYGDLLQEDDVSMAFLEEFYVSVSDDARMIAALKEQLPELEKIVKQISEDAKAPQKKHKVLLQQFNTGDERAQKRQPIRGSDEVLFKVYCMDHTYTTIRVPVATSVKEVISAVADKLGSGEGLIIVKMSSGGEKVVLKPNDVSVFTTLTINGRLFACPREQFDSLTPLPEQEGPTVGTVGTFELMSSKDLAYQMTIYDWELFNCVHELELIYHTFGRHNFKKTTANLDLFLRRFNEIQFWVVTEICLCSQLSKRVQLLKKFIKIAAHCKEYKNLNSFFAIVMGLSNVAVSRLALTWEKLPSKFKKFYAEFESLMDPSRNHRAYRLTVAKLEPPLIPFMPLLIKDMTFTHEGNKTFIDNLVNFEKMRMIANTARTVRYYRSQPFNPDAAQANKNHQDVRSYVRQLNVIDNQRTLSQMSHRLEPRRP
#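 Exchange assay: 100 nM EPAC2 with 250 nM Rap1B-BODIPY-GDP and 50 uM GDP. Fluorescence (ex 480/em 540 nm) read every 5 min for 30 min at room temperature. Data normalized to 6.5 mM cAMP as agonist control.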
# A549 tox: counter-screen for Nrf2 inhibitors: cytotoxicity in A549 cells; hit rate 0.16% among 390,000; Potency, µM (titrated, usually from 46 µM), for the others: at the highest dose activity change, negative = cytotoxicity, hits mostly inhibitors; A549 ARE-Fluc cells, CellTiter-Fluor viability, 18-24 h; AID 504648; further: potency means the concentration at half of the fitted maximal effect; on the % scale 0 is the no-effect control and ±100 the full control effect
#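 Cytotoxicity counterscreen: CellTiter-Fluor fluorescence was measured in A549 ARE_Fluc cells after 18-24 h of compound exposure in a concentration series. The subsequent BugLite luminescent read reports ARE-luciferase activity.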
# HepG2 viability: HepG2 cytotoxicity, counter-screen for TGF-b inhibitors; hit rate 0.76% among 410,000; HepG2 CAGA-GFP viability, ATP luminescence, 18 h; AID 588856; Potency, µM (highest dose often 46.1 µM), inactives show at the top dose activity change, negative = cytotoxicity, usual class: cytotoxic; further: potency means the concentration at half of the fitted maximal effect; some results filed as inactive show a strong effect at the top dose
#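 CellTiter-Glo luminescence gave cytotoxicity after 18 hours at 37 degrees C. The cells were HepG2 CAGA-GFP in 1% FBS DMEM, stimulated with 500 pg/mL TGF-beta after compound addition. %Activity was normalised to no-cell wells (complete cell-killing) and DMSO (no toxicity), and curves were fitted and classified.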
# ATXN2 expr inh: ATXN2 expression inhibition; HEK-293 ATXN2-luciferase reporter, luminescence, 24 h; Potency, µM (top dose mostly 57 µM), for inactives: top-dose activity change, negative = inhibition, actives largely listed as inhibitors; hit rate 0.72% among 360,000; AID 1745845; further: potency means the concentration at half of the fitted maximal effect; on the % scale 0 is the no-effect control and ±100 the full control effect; nearly all actives have a fitted effect of over 55% in size
#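 ATXN2-luciferase reporter cells (luciferase flanked by upstream and downstream ATXN2 gene portions) were treated 24 h at 37 °C with compounds at up to 57 uM. SteadyGlo luminescence gave expression; GF-AFC fluorescence gave viability.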
# TGFb inhibitor: TGF-b pathway inhibition; Potency, µM (titrated, usually from 46.1 µM), inactives show top-dose activity, negative = inhibition, actives largely listed as inhibitors; HepG2 CAGA-GFP TGF-b/SMAD3 reporter, GFP fluorescence, 18 h; TGF-beta stimulated, 500 pg/mL final; hit rate 1.2% among 410,000; further: potency means the concentration at half of the fitted maximal effect; on the % scale 0 is the no-effect control and ±100 the full control effect; nearly all actives have a fitted effect of over 65% in size
#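 Cell-based qHTS in HEPG2 carrying a CAGA-GFP Smad reporter; compounds added before 500 pg/mL final TGF-beta, 18 h incubation at 37 degrees C, GFP fluorescence quantified per cell by imaging cytometry.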
# * = called active by the depositor; i = inactive; ? = inconclusive; nt = no result given; [ ] = remark or other dose. Unless noted, the call rests on the fitted dose curve; in most records, active means well fitted curve in the direction sought with a large enough effect; inconclusive means small, poorly fitted or top-dose-only effect, or another doubt; inactive means no such curve, though single readings can be large; an effect the other way counts as inactive or inconclusive.
SMILES,Nrf2 inh,Nrf2 activator,IL2 activator,ATXN viability,EPAC2 agonist,A549 tox,HepG2 viability,ATXN2 expr inh,TGFb inhibitor
CC(C)[C@H](NS(=O)(=O)c1cccc(C(F)(F)F)c1)C(=O)OCC(=O)NC(=O)NCc1ccco1,-19%,11%,0.7,i,-3%,-3%,-21%,-10%,-6%
C[C@H](CO)N1C[C@H](C)[C@@H](CN(C)C(=O)Nc2ccccc2)Oc2ccc(NC(=O)NC3CCCCC3)cc2C1=O,-11%,-1.2%,0.6,i,5%,-7%,-1%,-1%,-29%
C=CCSc1nc2ccccc2n1S(=O)(=O)c1ccc(C)cc1,nt,2.5%,-2.6,i,0%,-2%,3%,22%,-4%
O=C1C2C3C=CC(CC3)C2C(=O)N1c1nccs1 (stereo not given),2%,-0.4%,0.1,i,-2%,-4%,-12%,7%,-29%
c1ccc2c(c1)Oc1cccc3cccc-2c13,7%,2.4%,1.2,i,3%,9%,-25%,-23%,0%
Cc1nc(SCC(=O)N2c3ccccc3Sc3ccccc32)n[nH]1,nt,0.2%,-0.2,i,7%,-2%,-1%,-11%,1%
Cc1ccc(Cn2cc(CN3CC(N4CCCCC4)CS3(=O)=O)nn2)cc1 (stereo not given),nt,-0.3%,-0.7,i,4%,nt,nt,11%,nt
COc1cccc(CN(C(=O)Cc2c[nH]c3ccccc23)C(C(=O)NC2CCCCC2)c2ccc(C)o2)c1 (stereo not given),21µM*,5.4%,-4.0,?,-4%,?,-11%,?,16µM*
CSCC[C@H](NC(=O)c1ccc(Cl)c(S(=O)(=O)N2CCCC2)c1)c1nc2ccccc2[nH]1,?,0.2%,-1.1,i,8%,?,-12%,5%,-32%
Cc1ccc(C(=O)N(Cc2ccc3c(c2)OCO3)Cc2nc3ccccc3c(=O)[nH]2)cc1,?,0.2%,-1.0,i,15%,-10%,-25%,8%,2%
O=C(Oc1ccc(F)cc1)c1cccnc1,3%,0.2%,1.3,i,3%,1%,-7%,nt,-8%
CC(C)(C)NC(=O)c1nc2ccccc2s1,nt,2.0%,-1.2,i,-5%,1%,5%,12%,16%
O=C(O)/C=C/c1cccc(NC(=O)c2ccc(Cl)cc2)c1,20%,3.3%,-0.1,i,-1%,-7%,-2%,6%,14%
CCN(C(=O)CSc1nc2ccccc2n1CCc1ccccc1)C1CCS(=O)(=O)C1 (stereo not given),nt,2.5%,-2.8,i,18%,10%,-18%,1%,8%
CN1CCC(NC(=O)NC2CCCCC2)CC1,6%,-0.7%,-0.7,i,2%,1%,2%,-9%,-2%
CC(C)c1csc(CN2CCN(Cc3ccc(F)cc3)C(CCO)C2)n1 (stereo not given),4%,0.1%,-2.1,i,9%,5%,10%,-20%,3.5µM*
O=C(Cn1ccc2ccccc2c1=O)NCC(=O)N1CCCCC1,1%,-1.4%,0.2,i,8%,7%,13%,7%,18%
Cc1nc(-c2ccc(Cl)cc2)sc1C(=O)O,?,0.1%,-0.5,i,7%,-4%,52%,58%[activator],-10%
NC(=O)/C(=C/c1ccco1)NC(=O)c1ccc(Br)o1,9%,0.4%,0.6,i,8%,8%,2%,4%,0%
CCCCCCNC(=O)CCCCCNS(=O)(=O)c1ccc(Br)cc1,-3%,-0.8%,-0.6,i,-9%,5%,-28%,-19%,-13%
COc1cc(C(=O)O/N=C(\N)Cc2ccc([N+](=O)[O-])cc2)cc(OC)c1OC,-28%,?,-0.6,?,15%,?,-22%,?,0%
CCOC(=O)c1ccccc1NC(=O)c1nc2nccc(C)n2n1,-4%,0.0%,0.5,i,3%,12%,-10%,-8%,-18%
CC(=O)N1CCN(c2ccc(NC(=O)c3ccc([N+](=O)[O-])cc3)cc2)CC1,10%,-0.3%,-2.3,i,8%,1%,2%,1%,-3%
O=C(CSc1ncn[nH]1)Nc1c(Br)cc([N+](=O)[O-])cc1Br,-18%,0.4%,2.0,i,0%,0%,11%,-6%,23%
COc1cc2c(cc1OC)C(=O)N1[C@H]3c4cc(Cl)ccc4OC[C@@H]3[C@H](c3ccccc3)[C@]1(C)C(=O)N2,8%,-1.5%,-1.8,i,8%,-12%,-31%,-14%,?

# Next part; it opens with the three that closed the last part.
SMILES,Nrf2 inh,Nrf2 activator,IL2 activator,ATXN viability,EPAC2 agonist,A549 tox,HepG2 viability,ATXN2 expr inh,TGFb inhibitor
CC(=O)N1CCN(c2ccc(NC(=O)c3ccc([N+](=O)[O-])cc3)cc2)CC1,10%,-0.3%,-2.3,i,8%,1%,2%,1%,-3%
O=C(CSc1ncn[nH]1)Nc1c(Br)cc([N+](=O)[O-])cc1Br,-18%,0.4%,2.0,i,0%,0%,11%,-6%,23%
COc1cc2c(cc1OC)C(=O)N1[C@H]3c4cc(Cl)ccc4OC[C@@H]3[C@H](c3ccccc3)[C@]1(C)C(=O)N2,8%,-1.5%,-1.8,i,8%,-12%,-31%,-14%,?
COc1ccc(N(C)S(=O)(=O)c2cccc(C(=O)N(C)Cc3ccc(C)o3)c2)cc1,-4%,2.5%,-1.6,i,4%,-5%,-1%,-19%,-27%
CCC1CCc2c([nH]c3ccccc3c2=O)O1 (stereo not given),-10%,0.3%,1.3,i,-3%,-4%,14%,0%,4%
COc1cc(Cl)c(NS(=O)(=O)c2cc(-c3cc(C)no3)ccc2OC)c(OC)c1,0%,3.5%,nt,nt,nt,-13%,-10%,nt,-1%
O=C(Nc1cc(S(=O)(=O)N2CCOCC2)ccc1OCC(F)(F)F)C1=COCCO1,?,0.2%,-5.2,i,5%,18%,-20%,5%,6%
O=C1CN(CN2CCCCC2)C(=O)CN1CN1CCCCC1,nt,-0.7%,-0.3,i,0%,nt,6%,15%,9%
O=C(CSc1nc2ccc(Cl)cc2[nH]1)NCc1ccco1,?,19%,0.1,i,11%,-19%,-3%,1%,-5%
COc1cccc(/C=N\Nc2nncc(-c3ccccc3)n2)c1,5%,0.3%,-0.1,i,1%,-2%,6%,13%,0%
CCOC(=O)/C=C1\SCC(=O)N1CC(=O)Nc1ccc(OC)c(OC)c1,-11%,-0.8%,0.7,i,3%,-8%,-20%,0%,4%
O=C(CSc1nnnn1-c1ccccc1)Nc1ncc2c(n1)CC(c1ccccc1)CC2=O (stereo not given),-7%,0.0%,-0.6,?,-3%,-18%,10%,?,2%
Cc1cc(C(=O)N2CCc3ccccc32)c2cc(F)ccc2n1,12%,3.6%,-0.2,i,-20%,-11%,-7%,22%,8%
CCOC(=O)c1c(C)cc(C)n2c1nc1ccccc12,-4%,-0.5%,-0.5,i,-7%,2%,7%,-6%,0%
CC(C)c1c(C(=O)N/N=C/C2CC=CCC2)nnn1-c1nonc1N (stereo not given),-3%,-0.3%,-2.4,i,3%,-4%,-12%,-4%,-14%
Cc1ccc(C(C)C)c(OCc2nnc(SCC(=O)Nc3nccs3)n2C)c1,nt,-0.3%,-0.9,i,-11%,-4%,-3%,-25%,3%
COc1cccc(CN2CC(C(=O)N(C)Cc3ccc(C)cc3)CCC2=O)c1 (stereo not given),?,-0.5%,-3.2,?,1%,-1%,1%,20%,22%
CC(C)n1ncc2c(C(=O)N3CCN(c4ccccc4)CC3)cc(-c3ccccc3)nc21,?,0.1%,0.4,i,14%,?,-12%,-18%,0%
COc1ccc(-c2noc(C3CCCN(S(=O)(=O)c4ccc(C)c(Cl)c4)C3)n2)cc1OC (stereo not given),-6%,-0.2%,0.3,?,-5%,-2%,-2%,-11%,11%
COc1ccc(NC(=O)N(C)C[C@H]2Oc3ccc(NC(=O)C4CC4)cc3CC(=O)N([C@@H](C)CO)C[C@@H]2C)cc1,16%,-0.3%,0.2,i,5%,8%,5%,6%,-7%
O=C(CCCN1C(=O)/C(=C/c2ccccc2Cl)SC1=S)Nc1cccnc1,?,-1.3%,-4.8,14µM*,15%,?,-1%,?,-1%
Cc1ccc(/C=N/n2c(-c3ccc(Cl)cc3)n[nH]c2=S)s1,-6%,-0.2%,3.6,i,3%,-3%,-31%,13%,-14%
Cc1occc1-c1nnc(SCC(=O)c2ccccc2)n1CC1CCCO1 (stereo not given),1%,-0.5%,-0.9,i,7%,0%,-5%,-7%,-5%
Cn1nccc1C(=O)NC(=S)Nc1sc2c(c1C#N)CCCCC2,?,3.4%,-1.6,i,8%,-9%,-1%,14%,0%
O=C(CN(C(=O)CNC(=O)c1ccco1)c1ccc(Cl)c(Cl)c1)NC1CCCCC1,?,0.3%,-1.6,i,-1%,-19%,-25%,-8%,-5%
CCCCC(CC)CNC(=O)C1CCC(CNS(=O)(=O)c2cccc3nsnc23)CC1 (stereo not given),-21%,0.8%,nt,i,nt,-13%,-13%,-8%,1%
O=C(CSc1cn(CCNC(=O)c2c(F)cccc2F)c2ccccc12)Nc1ccccc1F,?,0.1%,nt,?,nt,-2%,-1%,-22%,-8%
CCOC(=O)c1sc(NC(=O)c2ccccc2OCC)nc1C,?,0.7%,-0.4,i,-5%,10%,-26%,29%,25%
COc1cc(O)ccc1C1CC(=O)Nc2c1c(=O)nc(SCc1ccccc1C)n2C (stereo not given),11%,-0.3%,nt,i,nt,2%,-26%,5%,3%
O=C(Cn1cc(COc2ccc(Cl)c(Cl)c2)nn1)NS(=O)(=O)c1ccccc1C(F)(F)F,nt,-0.2%,-0.3,i,6%,nt,-4%,0%,5%
Cn1c(NCCCO)nc2c(c1=O)C1(CCCCC1)Cc1ccccc1-2,nt,0.7%,1.3,i,5%,4%,2%,-5%,5%
COCc1cc(C)nc2sc(C(=O)Nc3cc(C)ccc3F)c(N)c12,3%,5.5%,nt,nt,nt,-3%,-35%,nt,nt
CSc1ccccc1C(=O)Nc1ncc(C)s1,24%,3.8%,-0.1,i,5%,1%,1%,41%[activator],-9%
